Assay outcomes (PubChem BioAssay)
inhibitors of VEEV = inhibitors of VEEV TC-83 cytopathic effect, confirmation, Vero cells (AID 588727) | Vero cells, VEEV TC-83 cytopathic effect inhibition; higher % means a stronger effect | one-dose inhibition, % at 20 µM; IC50 in µM for titrated hits | 0.13% of 350,000 active; in the data active = a potency from the dose series; inconclusive = inhibition mostly from about 14% at the one dose, without a potency; inactive = the rest, 99 in 100 with inhibition below about 12%; also: strong numbers were not always called active
tuberculosis growth = growth inhibition of non-replicating M. tuberculosis (AID 488890). Mycobacterium tuberculosis non-replicating, growth inhibition; higher % means a stronger effect. inhibition, % at 25 µM; hits with a dose series show IC50 in µM. 0.39% of 320,000 active; in the data active = a potency from the dose series; inconclusive = inhibition mostly from about 82% at the one dose, without a potency; inactive = the rest, 99 in 100 with inhibition below about 76%;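 also: plate controls were DMSO cells for no effect and high antibiotic wells for full effect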
influenza NS1A = NS1A inhibition, H1N1 influenza, cell based functional assay (AID 504329). NS1A functional cell-based assay, percent inhibition; higher % means a stronger effect. inhibition, % at 12.5 µM, or IC50 in µM where a hit was titrated. 0.3% of 340,000 active; in the data active = a potency from the dose series; inconclusive = inhibition above about 27% without an active follow-up result; also: strong numbers were not always called active
M. tuberculosis HTS = M. tuberculosis growth inhibition, HTS (AID 449762); M. tuberculosis H37Rv growth inhibition, 7H9 media; higher % means a stronger effect; inhibition, % at 25 µM, or IC50 in µM where a hit was titrated; 0.59% of 330,000 active; in the data active = a potency from the dose series; inconclusive = inhibition above about 70% without an active follow-up result;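 also: bacterial growth assessed after seven days of incubation; strong numbers were not always called active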
Salmonella PhoP GFP = Inhibition of PhoP regulon, Salmonella typhi GFP reporter cells, confirmation, 4 h (AID 1850); inhibition, % at 50 µM, or IC50 in µM where a hit was titrated; Salmonella Typhi PhoP-promoter GFP reporter, fluorescence, 4 h; higher % means a stronger effect; 0.33% of 310,000 active; in the data active = a potency from the dose series; inconclusive = inhibition mostly from about 25% at the one dose, without a potency; inactive = the rest, 99 in 100 with inhibition below about 19%;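 also: 0% = induced wells with vehicle and 100% = uninduced wells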
inhibitors of VEEV 10K pilot screen = further read-out of inhibitors of VEEV, marked with its call; inhibition, %; measured here: 10K pilot screen inhibition
* = called active by the depositor; i = inactive; ? = inconclusive; . = no result given. Compounds were not picked by outcome. About 1.6% of those tested had a hit in this group.

Start of the listing, in advance:
SMILES	inhibitors of VEEV	tuberculosis growth	influenza NS1A	M. tuberculosis HTS	Salmonella PhoP GFP	others
COC(=O)c1cc(-c2ccc(OC)c(OC)c2)n[nH]1	8.9%	0%	-15%	-9%	0%
CCOC(=O)C1CCN(S(=O)(=O)Cc2ccccc2)C1=O (stereo unspecified)	0.1%	-9%	0%	-3%	11%
O=C(Nc1ccc(F)cc1)c1cc2c(s1)CCCC2	1.0%	?	.	34%	-2%
Cc1ccc(NC(=O)c2cc3ccccc3oc2=O)cc1S(=O)(=O)N(C)C	1.9%	6%	.	18%	-3%
Cc1nc(NCc2ccccn2)c2c3c(sc2n1)CCCC3	6.5%	13%	2%	?	5%
Cc1ccc2[nH]c(CSc3ccccc3)cc(=O)c2c1	0.8%	12%	-6%	11%	5%
Cc1nc(SCC(=O)NC(=O)NC(C)C)nc(C)c1C	i	6%	6%	-5%	-28%
O=C(/C=C/c1cccc(Cl)c1Cl)OCC(=O)N1CCOCC1	8.2%	.	5%	.	.
COC(=O)C(NC(=O)c1ccccc1)=C(C)C	0.9%	-8%	3%	-1%	-6%
COc1ccc(CCn2c(-c3ccc(OC)cc3)nc3c(c(=O)c4ccccc4n3C)c2=O)cc1	6.3%	2%	-11%	-6%	-15%
O=C(OCC(=O)N1CCN(C(=O)c2ccco2)CC1)c1ccccc1C(=O)c1ccccc1	1.2%	2%	-16%	5%	7%
Fc1ccccc1Sc1ccccc1CNC1=NCCN1	i	15%	-1%	6%	2%	inhibitors of VEEV 10K pilot screen=0.2
COC(=O)[C@@]1(Cc2ccc(F)cc2)[C@H]2c3cc(C(=O)N(C)C)n(Cc4ccccc4)c3C[C@H]2CN1C(=O)c1ccccc1	.	42%	.	50%	-3%
Cc1cccc(NC(=O)C2CCCN(S(=O)(=O)c3ccc4[nH]c(=O)ccc4c3)C2)c1 (stereo unspecified)	0.4%	7%	-4%	-14%	-12%
Cc1ccc(S(=O)(=O)Nc2ccc(S(=O)(=O)NC(C)(C)C)cc2)cc1	0.9%	0%	-4%	-6%	9%
CC(C(=O)Nc1cc([N+](=O)[O-])ccc1Cl)N1CCN(c2ccccc2)CC1 (stereo unspecified)	0.3%	-4%	-2%	-11%	-4%
COC(=O)c1cc2ccccc2c(=O)s1	3.2%	37%	-18%	5%	-9%

Results (from the top)
SMILES	inhibitors of VEEV	tuberculosis growth	influenza NS1A	M. tuberculosis HTS	Salmonella PhoP GFP	others
COC(=O)c1cc(-c2ccc(OC)c(OC)c2)n[nH]1	8.9%	0%	-15%	-9%	0%
CCOC(=O)C1CCN(S(=O)(=O)Cc2ccccc2)C1=O (stereo unspecified)	0.1%	-9%	0%	-3%	11%
O=C(Nc1ccc(F)cc1)c1cc2c(s1)CCCC2	1.0%	?	.	34%	-2%
Cc1ccc(NC(=O)c2cc3ccccc3oc2=O)cc1S(=O)(=O)N(C)C	1.9%	6%	.	18%	-3%
Cc1nc(NCc2ccccn2)c2c3c(sc2n1)CCCC3	6.5%	13%	2%	?	5%
Cc1ccc2[nH]c(CSc3ccccc3)cc(=O)c2c1	0.8%	12%	-6%	11%	5%
Cc1nc(SCC(=O)NC(=O)NC(C)C)nc(C)c1C	i	6%	6%	-5%	-28%
O=C(/C=C/c1cccc(Cl)c1Cl)OCC(=O)N1CCOCC1	8.2%	.	5%	.	.
COC(=O)C(NC(=O)c1ccccc1)=C(C)C	0.9%	-8%	3%	-1%	-6%
COc1ccc(CCn2c(-c3ccc(OC)cc3)nc3c(c(=O)c4ccccc4n3C)c2=O)cc1	6.3%	2%	-11%	-6%	-15%
O=C(OCC(=O)N1CCN(C(=O)c2ccco2)CC1)c1ccccc1C(=O)c1ccccc1	1.2%	2%	-16%	5%	7%
Fc1ccccc1Sc1ccccc1CNC1=NCCN1	i	15%	-1%	6%	2%	inhibitors of VEEV 10K pilot screen=0.2
COC(=O)[C@@]1(Cc2ccc(F)cc2)[C@H]2c3cc(C(=O)N(C)C)n(Cc4ccccc4)c3C[C@H]2CN1C(=O)c1ccccc1	.	42%	.	50%	-3%
Cc1cccc(NC(=O)C2CCCN(S(=O)(=O)c3ccc4[nH]c(=O)ccc4c3)C2)c1 (stereo unspecified)	0.4%	7%	-4%	-14%	-12%
Cc1ccc(S(=O)(=O)Nc2ccc(S(=O)(=O)NC(C)(C)C)cc2)cc1	0.9%	0%	-4%	-6%	9%
CC(C(=O)Nc1cc([N+](=O)[O-])ccc1Cl)N1CCN(c2ccccc2)CC1 (stereo unspecified)	0.3%	-4%	-2%	-11%	-4%
COC(=O)c1cc2ccccc2c(=O)s1	3.2%	37%	-18%	5%	-9%
NS(=O)(=O)c1ccc(Nc2ccccc2)c([N+](=O)[O-])c1	i	4%	-5%	-8%	1%
O=C(CN1C(=O)NC2(CCCC2)C1=O)Nc1ccc(C(F)(F)F)cc1	i	-1%	2%	-1%	1%
Cc1cccc(C)c1NC(=O)Cn1c(=O)n(CCCC(=O)NC2CCN(Cc3ccccc3)CC2)c(=O)c2ccccc21	i	19%	1%	-2%	10%
C#CCNC(=O)c1ccc(OCc2ccccc2)cc1Cl	2.6%	61%	-3%	12%	-2%
COc1ccc(/C=N\NC(=O)c2ccc([N+](=O)[O-])c(C)c2)cc1COc1ccccc1C(N)=O	2.8%	7%	-2%	-9%	-4%
O=C(c1ccccc1C(=O)N1CCN(c2ccc(F)cc2)CC1)N1CCN(c2ccc(F)cc2)CC1	6.0%	76%	8%	39%	2%
CC(=Nc1ccc(C)c(C)c1)C1=C(O)CCC1=O	4.3%	34%	-2%	0%	2%
O=C(COC(=O)c1ccc2ncsc2c1)NC(=O)NCc1ccccc1	i	1%	3%	4%	7%

Further entries.
SMILES	inhibitors of VEEV	tuberculosis growth	influenza NS1A	M. tuberculosis HTS	Salmonella PhoP GFP	others
Cc1ncc([N+](=O)[O-])n1CC(=O)NCCc1ccccc1	31%	1%	2%	1%	-11%
N#CCCn1cc(C(CC(=O)c2ccccc2)C(=O)O)c2ccccc21 (stereo unspecified)	0.9%	6%	-1%	-1%	-3%
C=CCC1(C#N)C(=S)NC2=C(C(=O)CC(C)(C)C2)C1c1ccc(Br)cc1 (stereo unspecified)	0.5%	-3%	-1%	8%	1%
COc1ccc(NC(=O)CN(C)S(=O)(=O)c2ccc(Br)s2)cc1	i	-6%	-22%	0%	-8%
O=C(O)c1sccc1NC(=O)c1c(Cl)cccc1Cl	1.1%	-2%	-17%	4%	8%
COc1cc(OC)c(Nc2cc(C)nc3nc(C)nn23)cc1Cl	7.6%	6%	2%	-6%	-6%
Nc1nc(N)c(N=Nc2ccc(Cl)cc2)c(=O)[nH]1	0.7%	-10%	-3%	4%	3%
Cc1cc(OCC(=O)OCC(=O)N(C)C2CCS(=O)(=O)C2)ccc1Cl (stereo unspecified)	0.9%	.	-13%	.	.
COc1ccc(OC)c(S(=O)(=O)Nc2ccc(-c3ccc4nnc(C)n4n3)cc2)c1	6.3%	-7%	-5%	-7%	4%
O=C(O)/C=C/c1cccc(NC(=O)c2ccccc2)c1	0.4%	-6%	-2%	-7%	-2%
Cc1ccccc1C(=O)NC1CCN(Cc2nnnn2C2CCCC2)CC1	0.7%	-6%	8%	0%	-12%
COCCCN1CN(Cc2ccccc2)CNC1=S	i	-26%	-2%	1%	-12%
CCNc1nc(NCC)n2c(SCC(=O)NC34CC5CC(CC(C5)C3)C4)nnc2n1	11%	33%	0%	4%	1%
Cc1cnc(C)c(N2CCN(C(=O)C3CCC(=O)N(CCc4cccc(F)c4)C3)CC2)n1 (stereo unspecified)	5.8%	4%	-6%	-3%	-8%
C=CCn1c(COc2ccc(OC)cc2)nnc1SCn1nnc2ccccc2c1=O	0.3%	20%	-6%	3%	-5%
CCCOC(=O)c1ccc(-[n+]2c(-c3ccccc3)cc(-c3ccccc3)cc2-c2ccccc2)cc1	1.5%	?	5%	?	-34%
Cc1cc(C(=O)Nc2ccc(Cl)cc2)c(C)n1-c1ccccc1	i	49%	.	8%	6%
O=C(O)c1cccc(-c2nnn(Cc3ccccc3Cl)n2)c1	1.0%	23%	7%	-1%	-2%
Nc1nnnn1/N=C/c1cccc(O)c1	1.3%	-5%	-3%	-11%	-10%
CNC(=S)NC12CC3CC(CC(C3)C1)C2	1.7%	-4%	-14%	-6%	3%
O=C(CSc1nc(C2CC2)nc2ccccc12)Nc1ccc2c(c1)OCCO2	1.0%	-5%	3%	1%	9%
CCOc1cc(/C=N/NC(=O)C(=O)NCc2ccc3c(c2)OCO3)ccc1OCC(=O)N1CCOCC1	2.6%	-8%	-4%	7%	2%
COc1cccc2c1cc1c(=O)n(CC(=O)N3CCCCCC3)nc(C)n12	3.2%	-12%	-1%	0%	4%
Cn1ncnc1SCc1cn2cccnc2n1	i	-17%	1%	-8%	-1%
CCCCNC(=O)c1c(C)cc(=O)oc1C	1.0%	10%	0%	-7%	-8%

Further results follow:
SMILES	inhibitors of VEEV	tuberculosis growth	influenza NS1A	M. tuberculosis HTS	Salmonella PhoP GFP	others
CC(C)(C)OC(=O)N[C@@H](Cc1ccccc1)c1nnc(SCC(=O)c2ccc(Cl)cc2)o1	i	-11%	-2%	-9%	-14%
COc1ccc(NC(=O)c2nn(C34CC5CC(CC(C5)C3)C4)cc2[N+](=O)[O-])cc1	i	1%	27%	2%	1%
c1ccc(-c2ccc(-c3ccncn3)cc2)cc1	i	17%	11%	5%	-1%
COc1ccc(-c2n[nH]c3c2CN(C(=O)c2ccc(F)cc2)CC3)cc1	6.8%	6%	6%	-6%	2%
O=[N+]([O-])c1ccc(CS(=O)(=O)c2ncn[nH]2)cc1	1.0%	1%	-4%	-1%	-9%
CCCCC(=O)NC(=S)Nc1nnn(CCC)n1	0.2%	?	9%	69%	1%
COc1cc2c(C(=O)N3CCN(c4ccccc4C)CC3)c(C)oc2cc1Br	2.5%	0%	-7%	21%	-5%
C=CCN(CC=C)CC(=O)Nn1c(C)ccc1C	i	.	-10%	.	.
CN(C)c1nc(N)c([N+](=O)[O-])c(N2CCCCCC2)n1	i	-2%	18%	-4%	-13%
CC1CCCCC12NC(=O)N(CC(=O)OCc1ccccc1F)C2=O (stereo unspecified)	1.0%	3%	14%	5%	.
CCn1ccnc1CNC(=O)CC1C(=O)NCCN1Cc1ccc(OC)cc1OC (stereo unspecified)	i	-9%	-4%	-10%	4%
O=C(NCCc1ccccc1)C1CCCN1C(=O)Nc1ccc(F)cc1 (stereo unspecified)	5.8%	-1%	-7%	-5%	4%
COc1cccc(-c2nn(C)c3sc(C(=O)NCc4ccco4)cc23)c1	2.6%	67%	21%	5%	1%
CCn1c(SCc2ccc(C)cc2)nnc1C1CCN(S(=O)(=O)c2ccc(OC)cc2)CC1	0.3%	47%	-7%	-2%	-4%
Cn1c(SCC(=O)NC2CCCC2)nc2cccnc21	1.5%	8%	5%	-7%	-5%	inhibitors of VEEV 10K pilot screen=0.3
CCCc1[nH]c2ccc(C(=O)OC)cc2c1CCC	3.5%	19%	1%	?	-2%
COC(=O)c1ccc(CO/N=C/c2ccc(OC)cc2)o1	0.5%	7µM*	6%	5%	-7%
CC(C(=O)NCCc1ccc(Cl)cc1)n1c(=O)c2cccn2c2cccnc21 (stereo unspecified)	9.6%	3%	2%	4%	-3%
CCOC(=O)N1CCN(C2=NC3(CCCCC3)C(C#N)C(=O)N2)CC1 (stereo unspecified)	0.1%	2%	-8%	5%	-3%
CCC(C)c1ccc(O)c(/C=N/O)c1 (stereo unspecified)	1.4%	2.4µM*	-5%	-2%	1%
O=C(O)c1ccccc1C(=O)c1cccc2c(F)cccc12	0.9%	.	-21%	.	.
COc1ccc(Cl)cc1NC(=O)CN(C)C(=O)CCNC(=O)c1ccccc1OC	7.2%	7%	-1%	-5%	.
Cc1[nH]c2ccccc2c1CCNS(=O)(=O)c1ccc(S(N)(=O)=O)cc1	0.0%	-2%	23%	8%	-4%
Cc1cc(C)cc(N(CC(=O)NC2CCCCC2)C(=O)CCCC(=O)Nc2ccccn2)c1	0.1%	1%	-2%	-6%	-7%
Cc1cc(C2=CC(=O)C[C@H](c3ccc4c(c3)OCO4)C2)ccc1F	1.0%	1%	-9%	9%	.
CC(C)(C)c1cc(C(=O)NNc2cccc(Cl)c2)n(Cc2ccccc2)n1	4.5%	?	3%	?	-6%
Cc1ccc(-n2nnnc2SCC(=O)NCCC2=CCCCC2)c(C)c1	1.2%	25%	-5%	1%	3%
COc1ccccc1C(=O)NNC(=O)c1cccc(Br)c1	1.3%	-9%	-3%	-4%	1%
COc1cc(-c2noc(CCC(=O)NC3CCCCC3)n2)cc(OC)c1OC	i	-7%	3%	2%	-4%
Cc1ccn2c(=O)nc(SCC(=O)c3ccccc3)nc2c1	2.4%	17%	-2%	-1%	-1%
